Screens deposited in PubChem by National Center for Advancing Translational Sciences (NCATS).
Sm TGR inh – S. mansoni TGR enzyme inhibition; Q962Y6; purified TGR, DTNB reduction, TNB absorbance 405 nm; Potency, µM (series often up to 114 µM), for the others: at the top dose activity change, negative = inhibition, usual class: inhibitors; hit rate 3% among 360,000; note: potency is the fitted concentration of half-maximal effect; nearly all actives have a fitted effect of over 60% in size
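Kinetic colorimetric format: TGR-catalysed, NADPH-driven DTNB reduction monitored via TNB absorbance. Enzyme dispensed at 20 nM; compound exposure 15 min at room temperature before reaction start.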
AmpC detergent – blocks E. coli AmpC beta-lactamase in detergent assay | hit rate 0.041% among 370,000 | P00811 | Potency, µM (highest dose often 114 µM), for the others: top-dose activity change, negative = inhibition, usual class: inhibitors | AmpC hydrolysis of nitrocefin, absorbance 480 nm, 0.01% Triton;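 note: potency is the fitted concentration of half-maximal effect; 0% = no-compound wells and -100% = no-enzyme wells; nearly all actives have a fitted effect of over 25% in size; some results filed as inactive show a strong effect at the top dose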
Target sequence (P00811 whole entry, looked up): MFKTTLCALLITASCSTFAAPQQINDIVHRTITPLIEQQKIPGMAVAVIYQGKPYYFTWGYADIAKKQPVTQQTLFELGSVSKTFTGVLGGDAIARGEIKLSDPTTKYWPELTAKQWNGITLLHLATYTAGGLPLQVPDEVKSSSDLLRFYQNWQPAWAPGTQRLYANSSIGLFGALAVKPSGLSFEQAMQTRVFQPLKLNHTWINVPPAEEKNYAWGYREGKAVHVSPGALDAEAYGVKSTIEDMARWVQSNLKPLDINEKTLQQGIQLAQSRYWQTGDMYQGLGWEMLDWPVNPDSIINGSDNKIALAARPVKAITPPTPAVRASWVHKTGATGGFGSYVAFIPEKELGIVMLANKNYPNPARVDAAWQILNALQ
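20 mM phosphate pH 7.0 + 0.01% (detergent screen) or 0.0001% Triton X-100; 5.3 nM AmpC reagent; cpd preinc 15 min RT; nitrocefin (800 uM stock) to start; A480 q20 s × 4 min; Activity was normalised to no-enzyme and no-compound control wells.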
HCV inhibitor – HCV inhibition | Huh7.5.1 HCVcc-Cre infection, luciferase reporter, 44 h | Potency, µM (highest dose often 41.8 µM), for the others: at the highest dose activity change, negative = inhibition, hits mostly inhibitors | hit rate 3.4% among 340,000; note: potency is the fitted concentration of half-maximal effect
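Antiviral activity was scored by luciferase reporter output from cells infected with HCVcc-Cre (~0.5 moi) in presence of compound, 44 h infection period, cells seeded 1,000/well 4 h prior.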
AmpC inh no detg – blocks E. coli AmpC beta-lactamase in detergent-free assay | AmpC nitrocefin hydrolysis, absorbance 480 nm, 0.0001% Triton | Potency, µM (top dose mostly 57.1 µM), inactives show at the top dose activity change, negative = inhibition, most hits filed as inhibitors | hit rate 0.52% among 330,000;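 note: potency is the fitted concentration of half-maximal effect; plate controls were no compound for no effect and no enzyme for full effect; nearly all actives have a fitted effect of over 20% in size; some results filed as inactive show a strong effect at the top dose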
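AmpC (5.3 nM in the dispensed reagent) in 20 mM phosphate pH 7.0 with 0.01% (detergent screen) or 0.0001% Triton X-100 was preincubated with compounds for 15 min at room temperature. Nitrocefin was then added from an 800 uM solution, and hydrolysis was followed at 480 nm.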
FBPA Giardia inh – inhibitors of Giardia lamblia fructose-1,6-bisphosphate aldolase; A8B2U2; purified Giardia FBPA; Potency, µM (series often up to 59.6 µM), without a hit: at the highest dose activity, negative = inhibition, usual class: inhibitors; hit rate 0.71% among 290,000; note: potency is the fitted concentration of half-maximal effect; nearly all actives have a fitted effect of over 55% in size
Target sequence (A8B2U2 whole entry, looked up): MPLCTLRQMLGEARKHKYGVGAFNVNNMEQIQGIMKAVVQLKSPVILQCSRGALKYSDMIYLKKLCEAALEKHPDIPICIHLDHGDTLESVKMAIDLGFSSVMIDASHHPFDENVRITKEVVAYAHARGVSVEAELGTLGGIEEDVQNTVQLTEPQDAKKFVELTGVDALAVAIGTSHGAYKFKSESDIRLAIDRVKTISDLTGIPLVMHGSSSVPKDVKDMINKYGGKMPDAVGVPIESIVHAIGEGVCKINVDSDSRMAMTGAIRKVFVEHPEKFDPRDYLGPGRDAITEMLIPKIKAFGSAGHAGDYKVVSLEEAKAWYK
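Giardia FBPA (40 nM reagent) was preincubated 10 min at RT with compound (up to 57.5 uM final), then substrate plus GAPDH/TPI/NAD/arsenate coupling system with diaphorase/resazurin was added; resorufin fluorescence (525/598 nm) was read after 20 min.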
HCMV antiviral – blocks human cytomegalovirus replication. HFF cells, HCMV-luciferase reporter, 72 h; stronger effect = lower value. activity change, negative = inhibition, % at 57.5 µM. hit rate 4.5% among 410,000; in the data active = activity change below about -60%; inconclusive = no clear call, values can overlap the other calls; inactive = above about -39%
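Two-dose cell screen: HFF monolayers treated with compounds and infected with luciferase-expressing HCMV at 1 PFU/cell, 72 h at 37C, then lysed for luciferase measurement.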
* = called active by the depositor; ? = inconclusive; · = not tested or not shown; [ ] = remark or other dose. Unless noted, calls come from the whole dose curve; as a rule, active = well fitted curve in the direction sought with a large enough effect; inconclusive = small, poorly fitted or top-dose-only effect, or another doubt; inactive = no such curve, though single readings can be large; an effect the other way counts as inactive or inconclusive. Unless noted, % is set by controls: 0 for no effect and ±100 for the full control effect.

1. CCCc1c(C(=O)NNc2ccc(C)cc2)cnn1-c1ccccc1
2. COCCNC(=O)c1ccc(NC(C)=O)cc1
3. CCOC(=O)c1c(NC(C)=O)c2c3c(sc2n1Cc1c(C)cc(C)cc1C)CCCC3
4. O=C(CNc1ccc(Br)cc1)Nc1ccc(S(=O)(=O)N2CCCC2)cc1
5. O=C(NCCCn1ccnc1)c1ccc(S(=O)(=O)Nc2ccccc2)cc1
6. O=C(NCC1COc2ccccc2O1)C1CCC(CNc2c(N3CCCCC3)c(=O)c2=O)CC1 (stereo unspecified)

entry no.	1	2	3	4	5	6
Sm TGR inh	?	-9%	2%	-1%	5%	-8%
AmpC detergent	6%	2%	23%	3%	3%	-5%
HCV inhibitor	-16%	5%	·	-22%	2%	15%
AmpC inh no detg	-19%	-9%	·	-39%	-5%	12%
FBPA Giardia inh	1%	0%	·	·	3%	-2%
HCMV antiviral	21	55	-74*	34	25	84

7. COc1ccc(C2CC(c3ccccc3C)n3nc(N)nc3N2)cc1 (stereo unspecified)
8. CCOC(=O)C1CCCN(S(=O)(=O)c2c(C)noc2C)C1 (stereo unspecified)
9. CC1CCN(S(=O)(=O)c2ccc(C(=O)Nc3sccc3C(N)=O)cc2)CC1
10. COc1ccc(N(C(=O)CNC(=O)c2cccs2)C(C(=O)NCC2CCCO2)c2ccccc2)c(OC)c1 (stereo unspecified)
11. O=C1CC(c2nc3ccccc3[nH]2)CN1c1cccc(Cl)c1 (stereo unspecified)
12. CCCCCc1c(C)c(C#N)c2nc3ccccc3n2c1-n1ccnc1C

entry no.	7	8	9	10	11	12
Sm TGR inh	3%	2%	-2%	7%	-1%	4%
AmpC detergent	-14%	-12%	-8%	?	12%	-2%
HCV inhibitor	-2%	11%	?	-2%	·	4%
AmpC inh no detg	?	-5%	-21%	46%	·	6%
FBPA Giardia inh	2%	·	1%	18%	·	-10%
HCMV antiviral	25	-12	20	-14	-21	20

13. CCCCCCn1cnc2c(c1=O)c1nc3ccccc3nc1n2Cc1cccs1
14. Cn1cccc1/C=C1\C(=O)NC(=O)N(CCC2=CCCCC2)C1=O
15. Nc1nc(SCC(=O)Nc2ccc(C(F)(F)F)cc2)[nH]c(=O)c1NC(=O)c1ccc(F)c(F)c1
16. CCN(CC)S(=O)(=O)c1ccc(C)c(NC(=O)CSc2nnnn2C)c1
17. O=C1CCC(=O)N1CNc1cccnc1
18. O=C(Nc1cccnc1Cl)c1cccc(F)c1

entry no.	13	14	15	16	17	18
Sm TGR inh	5%	-6%	8%	·	1%	-14%
AmpC detergent	?	-14%	-11%	·	-10%	-8%
HCV inhibitor	14%	11%	8%	-16%	6%	·
AmpC inh no detg	-10%	-36%	-27%	-12%	-13%	-10%
FBPA Giardia inh	8%	10%	·	·	-4%	0%
HCMV antiviral	10	-26	25	-27	50	-21

Reformatted in markdown: entries from further up.
| item | Molecule | Sm TGR inh | AmpC detergent | HCV inhibitor | AmpC inh no detg | FBPA Giardia inh | HCMV antiviral |
| --- | --- | --- | --- | --- | --- | --- | --- |
| 15 | Nc1nc(SCC(=O)Nc2ccc(C(F)(F)F)cc2)[nH]c(=O)c1NC(=O)c1ccc(F)c(F)c1 | 8% | -11% | 8% | -27% | · | 25 |
| 16 | CCN(CC)S(=O)(=O)c1ccc(C)c(NC(=O)CSc2nnnn2C)c1 | · | · | -16% | -12% | · | -27 |
| 17 | O=C1CCC(=O)N1CNc1cccnc1 | 1% | -10% | 6% | -13% | -4% | 50 |
| 18 | O=C(Nc1cccnc1Cl)c1cccc(F)c1 | -14% | -8% | · | -10% | 0% | -21 |

(continued)
19. CC(C)(C)S(=O)(=O)c1nc2ccccc2s1
20. C=CCn1c(SCC(=O)Nc2ccc(NC(C)=O)cc2)nc2sc(C)c(C)c2c1=O
21. CN(C)c1ccc(N=Nc2cccc(F)c2)cc1
22. COc1ccccc1CNC(=O)CN(c1ccc(C)cc1)S(=O)(=O)c1c(C)n[nH]c1C
23. COc1ccccc1CC(=O)N1CCCc2ccccc21
24. Cc1ccccc1N1C(=O)c2ccccc2C1Nc1cccnc1 (stereo unspecified)

entry no.	19	20	21	22	23	24
Sm TGR inh	-4%	-18%	5%	14%	-27%	-26%
AmpC detergent	-10%	0%	-2%	-5%	?	-12%
HCV inhibitor	20%	-15%	0%	-26%	1%	4%
AmpC inh no detg	-19%	-1%	-6%	53%[activator]	-6%	-15%
FBPA Giardia inh	2%	·	-2%	10%	-1%	-1%
HCMV antiviral	30	-2	55	?	-25	35

25. CCOC(=O)Cn1c(=O)c(-c2cc(Br)ccc2N)nc2ccccc21
26. CC1(C)CC(=O)C2=C(C1)OC(N)=C(C#N)C21C(=O)N(Cc2ccccc2Cl)c2ccccc21 (stereo unspecified)
27. COc1cccc(OC)c1C(=O)NNC(=O)c1ccccc1-n1cccc1
28. COc1ccc(C(=O)Nc2ccc3nc(N4CCOCC4)sc3c2)cc1OC
29. C[C@H](CO)N1C[C@H](C)[C@@H](CN(C)C(=O)Nc2ccc3c(c2)OCO3)Oc2c(NC(=O)Nc3ccc(C(F)(F)F)cc3)cccc2C1=O
30. O=C(c1ccc2c(c1)N(Cc1ccccc1Cl)C(=O)c1ccccc1S2)N1CCCC1

entry no.	25	26	27	28	29	30
Sm TGR inh	0%	4%	0%	9%	·	1%
AmpC detergent	-1%	0%	?	3%	·	-7%
HCV inhibitor	-15%	3%	11%	?	?	·
AmpC inh no detg	-5%	-15%	-1%	-4%	250%[activator]	·
FBPA Giardia inh	0%	0%	-3%	·	·	·
HCMV antiviral	0	-37	-30	88	4	-38

31. Cc1ccc(NS(=O)(=O)c2ccc(C(=O)NNC(=O)c3ccccc3O)cc2)cc1
32. COc1ccc(S(=O)(=O)NCc2ccccc2)cc1Br
33. COc1ccccc1NC(=O)c1cc(=O)c2ccc(C)c(C)c2o1
34. COc1ccc(-c2nc(SCCOc3cc(C)ccc3C(C)C)n3[nH]c(=O)cc3n2)cc1
35. O=C1c2ccccc2NC(c2ccc(-c3cccc(F)c3)o2)N1O (stereo unspecified)
36. CCOc1ccc(C(=O)CC(Sc2ccc(C)cc2)C(=O)O)cc1 (stereo unspecified)

entry no.	31	32	33	34	35	36
Sm TGR inh	-1%	-25%	0%	1%	?	3.2µM*
AmpC detergent	?	?	-5%	1%	1%	-10%
HCV inhibitor	?	·	·	·	·	4%
AmpC inh no detg	-43%	-31%	·	·	-23%	-24%
FBPA Giardia inh	·	1%	·	·	·	23%
HCMV antiviral	-39	4	-9	7	74	-21

37. COc1cccc(OCc2cc(C(=O)N3CCN(C)C(c4ccccc4)C3)no2)c1 (stereo unspecified)
38. CCN(C(=O)Cn1nnc2sc3c(c2c1=O)CCC(C(C)(C)C)C3)c1cccc(C)c1 (stereo unspecified)
39. COc1ccc(C(=O)Nc2sc(C)c(-c3ccccc3)c2C#N)cc1OC
40. CCC(C)(C)NC(=O)C(c1ccncc1)N(Cc1ccc(C)cc1)C(=O)c1csnn1 (stereo unspecified)
41. CCC(C(=O)NCc1ccco1)n1nc(-c2ccc(OC)cc2)ccc1=O (stereo unspecified)
42. Cc1ccc(NC(=O)C2CCN(S(=O)(=O)c3ccc4c(c3)OCCCO4)CC2)nc1

entry no.	37	38	39	40	41	42
Sm TGR inh	-8%	2%	-10%	-11%	?	-4%
AmpC detergent	-3%	14%	0%	1%	0%	0%
HCV inhibitor	-4%	·	?	?	-11%	?
AmpC inh no detg	143%[activator]	·	95%[activator]	-4%	1%	-13%
FBPA Giardia inh	·	·	-26%	1%	4%	·
HCMV antiviral	·	-2	-18	-39	19	-63*

43. Cc1c(CCC(=O)NCc2cccc(Cl)c2)c(=O)oc2c(C)c(O)ccc12
44. COc1cc(/C=C/C(=O)O)cc(S(=O)(=O)N(C)CCO)c1OC
45. CCN(CC)CCCNC(=O)Cc1ccc(NC(=O)N2CCCCc3ccccc32)cc1
46. Fc1cnc(N2CCc3ccccc32)nc1N1CCc2ccccc21
47. Cn1nc(C(=O)NCC2COc3ccccc3O2)c2ccccc2c1=O (stereo unspecified)
48. CC1(C)C(=O)OC(c2cc(Br)ccc2O)C(C)(C)C1=O (stereo unspecified)

entry no.	43	44	45	46	47	48
Sm TGR inh	10%	13%	-1%	11%	-7%	2%
AmpC detergent	13%	3%	-1%	6%	?	0%
HCV inhibitor	·	-9%	·	-21%	-6%	13%
AmpC inh no detg	·	-7%	·	4%	25%	-20%
FBPA Giardia inh	·	6%	·	6%	·	0%
HCMV antiviral	?	-2	9	72	23	?

Copied from above: compounds 44–48
44. COc1cc(/C=C/C(=O)O)cc(S(=O)(=O)N(C)CCO)c1OC
45. CCN(CC)CCCNC(=O)Cc1ccc(NC(=O)N2CCCCc3ccccc32)cc1
46. Fc1cnc(N2CCc3ccccc32)nc1N1CCc2ccccc21
47. Cn1nc(C(=O)NCC2COc3ccccc3O2)c2ccccc2c1=O (stereo unspecified)
48. CC1(C)C(=O)OC(c2cc(Br)ccc2O)C(C)(C)C1=O (stereo unspecified)

entry no.	44	45	46	47	48
Sm TGR inh	13%	-1%	11%	-7%	2%
AmpC detergent	3%	-1%	6%	?	0%
HCV inhibitor	-9%	·	-21%	-6%	13%
AmpC inh no detg	-7%	·	4%	25%	-20%
FBPA Giardia inh	6%	·	6%	·	0%
HCMV antiviral	-2	9	72	23	?

Next structures:
49. CCOc1cc(CNC2CCCC2)c(Cl)cc1OCC(=O)Nc1ccccc1
50. COc1ccc(C(CNC(=O)c2ccc(F)cc2)N2CCCC2)cc1 (stereo unspecified)
51. CN(CC(=O)Nc1ccccc1Sc1ccccc1)Cc1nc2ccccc2c(=O)[nH]1
52. O=C1C(=O)N(Cc2cccs2)c2ccccc21
53. CN(C)c1nc(N(C)C)nc(N(C#N)CCCl)n1
54. COc1ccc(NC(=O)c2sc3nc(-c4ccc(OC)cc4)cc(C(F)(F)F)c3c2N)cc1

entry no.	49	50	51	52	53	54
Sm TGR inh	2%	-4%	9%	47%[activator]	1µM*	0%
AmpC detergent	4%	3%	0%	-13%	-3%	8%
HCV inhibitor	?	·	-29%	22%	17%	·
AmpC inh no detg	4%	·	46%	-16%	-8%	·
FBPA Giardia inh	3%	·	-28%	-18%	0%	·
HCMV antiviral	0	11	-17	2	-17	56

55. COC(=O)/C(NC(C)=O)=C(\C)c1ccc(Cl)cc1
56. O=C(Nc1ccc2c(c1)CCCN2C(=O)c1cccs1)c1ccccc1Cl
57. CCCCN1C(=O)N(c2ccc(Cl)cc2)C(C)(O)CC1(C)C (stereo unspecified)
58. FC(F)(F)c1ccncc1-c1nnnn1-c1ccc(Cl)cc1

entry no.	55	56	57	58
Sm TGR inh	10%	2%	5%	13%
AmpC detergent	-10%	-12%	-5%	-8%
HCV inhibitor	-6%	·	-3%	11%
AmpC inh no detg	-14%	·	-11%	14%
FBPA Giardia inh	5%	·	4%	0%
HCMV antiviral	-9	-67*	-24	?
